Screening results deposited in PubChem BioAssay by Southern Research Specialized Biocontainment Screening Center.
tuberculosis growth: growth inhibition of non-replicating M. tuberculosis (AID 488890). Mycobacterium tuberculosis non-replicating, growth inhibition; higher % means a stronger effect. one-dose inhibition, % at 25 µM; IC50 in µM for titrated hits. 320,000 tested, 0.39% active; in the data active means a potency from the dose series; inconclusive means inhibition mostly from about 82% at the one dose, without a potency; inactive means the rest, 99 in 100 with inhibition below about 76%;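 further: plate controls were DMSO cells for no effect and high antibiotic wells for full effect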
influenza NS1A: H1N1 influenza NS1A inhibitors, functional cell based assay (AID 504329); NS1A functional cell-based assay, percent inhibition; higher % means a stronger effect; inhibition, % at 12.5 µM, or IC50 in µM where a hit was titrated; 340,000 tested, 0.3% active; in the data active means a potency from the dose series; inconclusive means inhibition above about 27% without an active follow-up result; further: strong numbers were not always called active
VEEV TC-83 Vero: inhibitors of VEEV TC-83 cytopathic effect, confirmation, Vero cells (AID 588727); Vero cells, VEEV TC-83 cytopathic effect inhibition; higher % means a stronger effect; inhibition, % at 20 µM; hits with a dose series show IC50 in µM; 350,000 tested, 0.13% active; in the data active means a potency from the dose series; inconclusive means inhibition mostly from about 14% at the one dose, without a potency; inactive means the rest, 99 in 100 with inhibition below about 12%; further: strong numbers were not always called active
H37Rv inhibition: M. tuberculosis growth inhibition, HTS (AID 449762); 330,000 tested, 0.59% active; M. tuberculosis H37Rv growth inhibition, 7H9 media; higher % means a stronger effect; inhibition, % at 25 µM, or IC50 in µM where a hit was titrated; in the data active means a potency from the dose series; inconclusive means inhibition above about 70% without an active follow-up result;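 further: bacterial growth assessed after seven days of incubation; strong numbers were not always called active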
PhoP GFP inhibition: PhoP regulon inhibitors, Salmonella typhi PhoP promoter GFP reporter, confirmatory (AID 1850). Salmonella Typhi PhoP-promoter GFP reporter, fluorescence, 4 h; higher % means a stronger effect. inhibition, % at 50 µM; hits with a dose series show IC50 in µM. 310,000 tested, 0.33% active; in the data active means a potency from the dose series; inconclusive means inhibition mostly from about 25% at the one dose, without a potency; inactive means the rest, 99 in 100 with inhibition below about 19%;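 further: 0% = induced wells with vehicle and 100% = uninduced wells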
VEEV TC-83 Vero 10K pilot screen: also measured in VEEV TC-83 Vero; calls as there; inhibition, %; measured here: 10K pilot screen inhibition
The depositor's hits bear a star; i = inactive; ? = inconclusive; nt = not tested or not shown.

SMILES	tuberculosis growth	influenza NS1A	VEEV TC-83 Vero	H37Rv inhibition	PhoP GFP inhibition	others
CC(C)(C)NC(=O)Cn1nnc(-c2ccc(Cl)cc2)n1	21%	-2%	0.1%	-2%	-1%
O=C(O)COc1ccc(/C=N/NC(=O)/C(=C/C=C/c2ccccc2)NC(=O)c2ccccc2)cc1	12%	4%	0.5%	3%	-8%
O=C(CS(=O)(=O)Cc1ccccc1)NCC1CCCO1 (stereo not given)	-9%	8%	i	-3%	0%
CCOc1ccccc1CNC(=O)CCn1ccc2cc(S(=O)(=O)N3CCCCC3)ccc21	47%	-3%	8.5%	4%	-5%
Cc1ccc(C)c(Nc2ccc3nonc3c2[N+](=O)[O-])c1	33%	7%	0.9%	1%	-3%
CC(=O)N1CCN(C(=O)CSc2ncnc3sc(C)c(C)c23)CC1	1%	6%	1.9%	-5%	nt
O=C(CNC(=O)c1ccc(Br)o1)NCC1COc2ccccc2O1 (stereo not given)	-4%	-2%	2.2%	5%	nt
O=C1C=C(c2ccc(F)c(Cl)c2)C[C@@H](c2ccc(F)cc2)C1	25%	-20%	2.6%	2%	nt
COc1ccc(-n2ncc3c(NCCCn4ccnc4)ncnc32)cc1	13%	-8%	i	5%	8%
COc1cc(OC)c(C(=O)O/N=C(\N)c2cccc(C)c2)cc1OC	21%	-18%	2.5%	22%	-1%
CON/C=C(\C=Nc1ccc(Cl)cc1)c1ncc(C(F)(F)F)cc1Cl	-8%	9%	1.0%	-7%	8%	VEEV TC-83 Vero 10K pilot screen=1.1
O=C(COC(=O)c1ccccc1)Nc1ccccc1Br	69%	-9%	i	3%	-5%
CC(C)COC(=O)c1ccc(NC(=O)C2C3CCC(C3)C2C(=O)O)cc1 (stereo not given)	?	1%	0.2%	50%	3%
COc1ccc(-c2nc(CS(=O)(=O)CC(=O)NCCCN3CCN(C)CC3)c(C)o2)cc1	8%	1%	i	3%	4%
COc1ccc(C(=O)c2sc(Nc3ccccc3)c(C(=O)Nc3ccc(OC)c(OC)c3)c2N)cc1	-15%	10%	4.5%	6%	6%

Among those listed so far, these have four or more nitrogen atoms.
SMILES	tuberculosis growth	influenza NS1A	VEEV TC-83 Vero	H37Rv inhibition	PhoP GFP inhibition	others
CC(C)(C)NC(=O)Cn1nnc(-c2ccc(Cl)cc2)n1	21%	-2%	0.1%	-2%	-1%
Cc1ccc(C)c(Nc2ccc3nonc3c2[N+](=O)[O-])c1	33%	7%	0.9%	1%	-3%
CC(=O)N1CCN(C(=O)CSc2ncnc3sc(C)c(C)c23)CC1	1%	6%	1.9%	-5%	nt
COc1ccc(-n2ncc3c(NCCCn4ccnc4)ncnc32)cc1	13%	-8%	i	5%	8%
COc1ccc(-c2nc(CS(=O)(=O)CC(=O)NCCCN3CCN(C)CC3)c(C)o2)cc1	8%	1%	i	3%	4%

(more compounds)
SMILES	tuberculosis growth	influenza NS1A	VEEV TC-83 Vero	H37Rv inhibition	PhoP GFP inhibition	others
Cc1cc(NC(=O)CCC(=O)N(c2ccccc2)C(C(=O)NC2CCCCC2)c2cccs2)no1 (stereo not given)	13%	-17%	5.2%	-2%	-16%
COc1ccc2[nH]c3c(c2c1)CCC/C3=N\N	-3%	4%	1.8%	6%	1%
O=C(COC(=O)c1cnc(Cl)c(Cl)c1)Nc1ccc(S(=O)(=O)N2CCCC2)cc1	17%	3%	i	4%	-7%
COc1ccc(C)c(NC(=O)C2CC(=O)NC3=C2C(=O)CCC3)c1 (stereo not given)	-3%	-3%	i	-11%	9%
O=C(NCc1ccccc1)c1onc(CSc2ccccn2)c1C(=O)NCc1ccccc1	16%	1%	0.4%	7%	0%
CC1CCN(C(=O)c2ncn(Cc3ccccc3)c2C(=O)N2CCC(C)CC2)CC1	39%	-9%	1.5%	5%	nt
O=C(NCCO)c1scc2c1OCCO2	9%	4%	1.3%	-19%	4%	VEEV TC-83 Vero 10K pilot screen=1.1
CN(C)c1ccc(N2C(=NC(=O)COc3ccccc3)SC3CS(=O)(=O)CC32)cc1 (stereo not given)	15%	8%	2.4%	-7%	-1%
CCOc1ccccc1C1C(C#N)=C(N)SC(N)=C1C#N	-5%	-8%	1.7%	0%	3%
CCOC(=O)C1(Cc2cccc(OC)c2)CCN(Cc2cc(OC)ccc2OC)CC1	12%	6%	i	0%	9%
Cc1onc(-c2c(Cl)cccc2Cl)c1C(=O)NC1C(=O)N2C1SC(C)(C)C2C(=O)O (stereo not given)	-23%	-4%	i	-8%	-1%	VEEV TC-83 Vero 10K pilot screen=1.6
CC(C)(C)n1nc2c(c1NC(=O)c1ccc(Br)cc1)CS(=O)C2 (stereo not given)	nt	-3%	9.1%	-6%	-4%
Cc1cc(C)c2c(-n3cccc3)c(NC(=O)OC(C)C)sc2n1	23%	7%	6.4%	5%	-1%
O=[N+]([O-])c1cccnc1NCc1cccs1	20%	1%	0.7%	14%	8%
CCOc1ccc(NC(=O)CSc2nnc(-c3ccco3)n2N)cc1	15%	-4%	1.7%	68%	11%
CC(=O)C1(c2ccccc2)CCNCC1	-5%	-12%	0.1%	0%	15%
CC1Cc2cc(S(=O)(=O)N3CCN(c4cccc(Cl)c4)CC3)ccc2N1C(=O)C1CC1 (stereo not given)	13%	14%	i	-13%	-14%
CN(C(=O)CSc1nnc(-c2ccc3c(c2)OCO3)o1)C1CCS(=O)(=O)C1 (stereo not given)	14%	-3%	3.1%	-3%	nt
COc1ccc(CCNC(=O)C2CCC(=O)N2S(=O)(=O)c2ccc(C)cc2)cc1 (stereo not given)	28%	-23%	1.1%	-9%	-5%
CCC(C)C(NS(=O)(=O)c1ccc(C)cc1)C(=O)O (stereo not given)	-7%	3%	0.4%	-3%	1%
CCOC(=O)c1ccc(N2C(=O)C3CC=CCC3C2=O)cc1 (stereo not given)	-5%	-3%	1.4%	-4%	-13%
CCc1cccc(NC(=O)Cn2c(-c3ccccc3)cc(C(C)=O)c2C)c1	-9%	0%	0.6%	0%	-2%
CC(C)CCCN1C(N(C)C)=NC[C@@H]1Cc1ccccc1	9%	6%	i	-6%	-2%	VEEV TC-83 Vero 10K pilot screen=0.0
COC(=O)c1sccc1NC(=O)c1cc(-c2cc(C)ccc2C)nc2ccccc12	7%	9%	i	3%	-5%
CN(C)CC#CCC(O)(c1ccccc1)C1CCCC1 (stereo not given)	-2%	4%	0.3%	-5%	5%
COc1cccc(C2CC(=O)C3=C(C2)Nc2ccccc2N(C(=O)CCC(=O)O)C3c2ccc(F)cc2)c1 (stereo not given)	4%	-10%	0.4%	-3%	-16%
Cc1ccc(NS(=O)(=O)c2cccc(C(=O)NCC(c3cccs3)N(C)C)c2)cc1 (stereo not given)	28%	14%	i	1%	5%
CCC(=O)N/C(N)=N/c1nc2ccccc2o1	12%	-2%	2.2%	5%	2%
O=C(/C=C/c1ccccc1)NC(=S)Nc1ncccn1	-8%	3%	0.4%	0%	-4%
COC(=O)C1Cc2ccccc2CN1S(=O)(=O)c1ccc(F)cc1 (stereo not given)	-3%	1%	4.3%	3%	6%

Taken from the listing (two entries):
SMILES	tuberculosis growth	influenza NS1A	VEEV TC-83 Vero	H37Rv inhibition	PhoP GFP inhibition	others
CC(=O)C1(c2ccccc2)CCNCC1	-5%	-12%	0.1%	0%	15%
CC1Cc2cc(S(=O)(=O)N3CCN(c4cccc(Cl)c4)CC3)ccc2N1C(=O)C1CC1 (stereo not given)	13%	14%	i	-13%	-14%

Further results follow.
SMILES	tuberculosis growth	influenza NS1A	VEEV TC-83 Vero	H37Rv inhibition	PhoP GFP inhibition	others
CC(C)(C)c1ccc(CN(Cc2ccco2)Cc2nnnn2C2CCCC2)cc1	3%	7%	2.2%	0%	-14%
Cc1oc(-c2ccc3c(c2)OCCO3)cc1C(=O)NC(Cc1ccccc1)C(=O)O (stereo not given)	10%	9%	0.3%	4%	-4%
CCn1c(CC(=O)Nc2ccc(C)cc2)nnc1SCC(=O)NCCc1ccccc1	17%	-3%	1.2%	-14%	-13%
CC(Cl)C(=O)Nc1cc(C(F)(F)F)ccc1N1CCOCC1 (stereo not given)	18%	-5%	0.8%	5%	2%
COc1ccc(CC(C(=O)Nc2ccc(OC)cc2)c2nn[nH]n2)cc1 (stereo not given)	9%	2%	0.3%	2%	-5%
Cc1c(C(=O)Nc2ccc(Cl)cc2)c2ccccn2c1C(=O)c1ccc(F)cc1	5%	2%	0.7%	-4%	-4%
COc1cc([N+](=O)[O-])ccc1NC(=O)Nc1cccnc1	54%	-6%	2.0%	-13%	-7%
O=c1[nH]c(SCc2cccc(Cl)c2)nc2[nH]ncc12	72%	3%	0.7%	17%	-9%	VEEV TC-83 Vero 10K pilot screen=2.9
CCN(CC)C(=O)Cn1c(=O)n(CC(=O)N2CCCCC2)c(=O)c2sccc21	10%	4%	0.8%	3%	-1%
COc1cc(/C=N/NC(=O)Cn2nc([N+](=O)[O-])cc2C)cc(Br)c1OCc1ccccc1	-2%	8%	10%	5%	5%
CC(C)OCCCNc1ncc2c(n1)CC(c1ccccc1)CC2=O (stereo not given)	7%	1%	i	1%	-4%
Cc1cccc(Oc2ccc3c(c2)cc(C(=O)O)n3C)c1	40%	-2%	i	3%	0%
CCn1ccnc1CN(C)C(=O)c1ccc2nc(Cc3ccc(OC)cc3)oc2c1	-5%	9%	2.5%	8%	-5%
CC(OC(=O)CCCN=C1NS(=O)(=O)c2ccccc21)C(=O)Nc1ccc(F)c(F)c1F (stereo not given)	-17%	-1%	i	-2%	8%
Cc1ccc(S(=O)(=O)Oc2ccccc2/C=N/NC(N)=S)cc1	37%	27%	i	-11%	12%
Cn1c(=O)n(C)c2cc([N+](=O)[O-])c(N3CCN(S(=O)(=O)c4ccc(C(C)(C)C)cc4)CC3)cc21	0%	16%	i	-10%	-2%
NC(=O)C(c1ccc(Cl)cc1)c1ccc(Sc2ccc(Cl)cc2)nn1 (stereo not given)	25%	8%	2.0%	9%	-22%
O=C(Nc1ccccc1N1CCCC1)c1cccc(F)c1	i	-6%	0.2%	8%	9%
Cc1nc2scc(C)n2c(=O)c1S(=O)(=O)NCc1ccc(F)cc1	-8%	4%	1.6%	-2%	3%
Nc1cccc(-c2cnc3ccccc3n2)c1	6%	21%	i	27%	1%
Cc1sc(NC(=O)CSc2ncn(-c3ccccc3)n2)nc1-c1ccccc1	2%	5%	1.8%	0%	-14%
C#CC[N+](C)(C)CCCCCCCC	9%	0%	0.2%	6%	-2%
Nc1nonc1C(=O)NCCNS(=O)(=O)c1ccc(F)cc1	-7%	-7%	0.1%	-7%	-1%
COc1ccc(N2CCN(C(CNS(=O)(=O)c3ccc4c(c3)OCCO4)c3ccco3)CC2)cc1 (stereo not given)	12%	10%	0.6%	2%	8%
CN(C)S(=O)(=O)c1ccc(C(=O)NCC(C)(C)CN=C2NS(=O)(=O)c3ccccc32)cc1	-15%	1%	1.6%	0%	11%
CCOC(=O)c1ccccc1NC(=O)CSC(C)C(=O)Nc1cc(C)on1 (stereo not given)	0%	-7%	1.6%	-6%	1%
Cc1ccc(NC(=S)Nc2cccc3ccccc23)cc1F	?	-3%	8.0%	29%	-11%
Cc1c(C(=O)OCC(=O)Nc2ccccc2OC(F)F)cccc1[N+](=O)[O-]	?	6%	0.8%	0%	-11%
CCc1cc(C(=O)NN2C(=O)NC3(CCCCC3)C2=O)sc1C	-20%	4%	i	-6%	nt
COc1cccc(NS(=O)(=O)NC(=O)c2cn(C)c3ccccc23)c1	6%	0%	4.1%	4%	2%
COc1ccc(/C=C/C(=O)NC(C)CCc2ccccc2)cc1OC (stereo not given)	33%	-9%	0.3%	3%	0%	VEEV TC-83 Vero 10K pilot screen=0.8
CC(NC(=O)c1ccc2c(c1)C(=O)N(Cc1cccnc1)C2=O)c1ccccc1 (stereo not given)	-10%	0%	1.2%	-4%	-7%
COc1cccc(-n2nc(C(=O)O)c3ccccc3c2=O)c1	-3%	-2%	i	2%	14%
CC(C)C(C(=O)NCC1CCCO1)N(Cc1ccco1)C(=O)CNS(=O)(=O)c1ccccc1 (stereo not given)	22%	-4%	0.6%	-4%	1%
COc1ccccc1CNC(=O)CCNS(=O)(=O)/C=C/c1ccc(C)cc1	23%	-3%	i	-1%	nt
O=C1C(Cl)=C(NCCc2ccccc2)C(=O)c2ccccc21	nt	29%	0.6%	nt	nt
CC(C)N(C(=O)COC(=O)[C@H](C)NC(N)=O)c1ccccc1	-16%	3%	i	-2%	3%
O=C(NC(Cc1ccccc1)C(=O)N1CCCC1C(=O)O)c1ccccc1 (stereo not given)	10%	2%	1.2%	-1%	2%
